# Screening results deposited in PubChem BioAssay by The Scripps Research Institute Molecular Screening Center.
# NR0B1 inh = NR0B1 (DAX1) inhibition; inhibition, % at 6.75 µM; hit rate 0.99% among 340,000; P51843; HEK293 Gal4-DAX1 luciferase reporter, luminescence; AID 504766;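 active = inhibition above the mean over all tested compounds plus 3 SD, cut at about 4.2% in these data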;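 also: 0% = DAX1-transfected cells with DMSO and 100% = empty-vector control cells with DMSO; inhibition shows as a rise in luminescence from relieved DAX1 repression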
# Target sequence (P51843 207-470 limits assumed): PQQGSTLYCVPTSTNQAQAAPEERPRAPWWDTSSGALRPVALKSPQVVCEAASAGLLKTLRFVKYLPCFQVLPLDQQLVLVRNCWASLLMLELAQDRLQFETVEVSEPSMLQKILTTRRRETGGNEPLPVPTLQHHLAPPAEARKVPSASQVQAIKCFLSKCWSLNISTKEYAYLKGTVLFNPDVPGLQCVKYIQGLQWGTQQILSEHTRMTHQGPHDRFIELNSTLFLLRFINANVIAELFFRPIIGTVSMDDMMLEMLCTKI
# Active calls of the source: *.
NR0B1 inh	compound
-1.2	COc1cc(/C=C2/C(=O)N(c3ccc(Br)cc3)N=C2C)cc(OC)c1OC
0.9	CCCCN(C(=O)Cn1ncc(Cl)c(Cl)c1=O)c1c(N)n(CC(C)C)c(=O)[nH]c1=O
1.7	O=C(Nc1ccc2nc(-c3ccco3)c(-c3ccco3)nc2c1)NC1CC1
-0.1	C[C@]12C(=O)N(c3cccc(Cl)c3)C(=O)N1[C@H]1c3ccccc3OC[C@@H]1[C@H]2c1ccccc1
-2.9	CCOC(=O)C1=C(Cc2ccc(OC)cc2)C(=O)c2ccccc2C1=O
0.1	COC(=O)c1ccc(CSc2ccc3nnc(-c4ccccc4)n3n2)o1
-0.3	Cc1ccc(NC(=O)COc2ccccc2)cc1Cl
0.9	O=C(C[n+]1ccccc1)N/N=C/c1cc(Br)cc(Br)c1O
3.1	COc1ccc(/C=C/c2c(-c3ccc(OC)cc3)sc3ccc(N4CCOCC4)cc23)cc1
-0.3	Cc1nc(-c2ccccc2)sc1-c1nc(-c2cccnc2)ncc1S(=O)(=O)c1ccccc1
-3.2	CSc1ccc(/C=N/Nc2cccc(C(=O)O)c2)cc1
-3.8	CCC(C)N(CC(=O)Nc1cccc(C)c1C)C(=O)CCl (stereo not drawn)

# Next section, overlapping the part above by 4 compounds.
NR0B1 inh	compound
3.1	COc1ccc(/C=C/c2c(-c3ccc(OC)cc3)sc3ccc(N4CCOCC4)cc23)cc1
-0.3	Cc1nc(-c2ccccc2)sc1-c1nc(-c2cccnc2)ncc1S(=O)(=O)c1ccccc1
-3.2	CSc1ccc(/C=N/Nc2cccc(C(=O)O)c2)cc1
-3.8	CCC(C)N(CC(=O)Nc1cccc(C)c1C)C(=O)CCl (stereo not drawn)
-0.3	CC(C)=CCC/C(C)=C/CNC(=O)C[C@H]1C[C@H](C(=O)N2CCCCC2)[C@@]2(CCc3ccccc3)c3[nH]c4cc(-c5ccco5)ccc4c3CCN2C1=O
0.0	CC1(OC(=O)C2CCCC2)C(=O)C=C2C=C3CCCCN3C=C2C1=O (stereo not drawn)
-0.1	CC(=O)N/C(=C\c1ccc(Br)s1)C(=O)O
-0.3	CC(C)(C)NC(=O)CN(C(=O)Cn1nnc(-c2ccc(Cl)cc2)n1)C1CCN(Cc2ccccc2)CC1
-1.6	O=C(Cc1ccccc1)Nc1scc(-c2ccccc2)c1C(=O)N1CCOCC1
-0.4	Cc1ccc(NC(=O)CCc2nc3sc4c(c3c(=O)[nH]2)CCCC4)nc1
-2.1	COc1ccc(CNC(=O)c2ccc(Cl)c(S(=O)(=O)N3CCOCC3)c2)cc1OC
0.1	Cc1cc2cc(CNC(=O)Cc3cccs3)ccc2n1C
1.5	O=C(O)c1ccc(-c2sc(Nc3ccccc3)n[n+]2-c2ccc(F)cc2)cc1
0.9	COc1cccc(/C=C2\SC(=S)N(CCCC(=O)Nc3cccc(C(=O)O)c3)C2=O)c1
-0.8	Cc1nn(-c2ccccc2)c2c1C1(C(=O)Nc3ccccc31)N1C(=N2)Sc2ccccc21 (stereo not drawn)
-0.7	S=c1nc(C2CCCCC2)[nH][nH]1

# Continued:
NR0B1 inh	compound
0.9	C=CCn1cccc(C(=O)Nc2ccc(OC)c(Cl)c2)c1=O
0.5	C#CCCOC(=O)N1C2=NC(C(=O)OC)=C(C(=O)OC)[C@@H]3N(Cc4ccccc4)c4ccccc4[C@]23C[C@H]1C(=O)OC
1.2	O=C(O)C(Cc1cn[nH]n1)=NO
0.1	COc1ccc(S(=O)(=O)Nc2cc(C(=O)NC3CCCCCC3)ccc2N2CCOCC2)cc1
-0.2	CCCCCn1c(=O)[nH]c2cc(C(=O)NCCN3CCCCC3C)ccc2c1=O (stereo not drawn)
-1.9	COc1cc(/C=C/C(=O)c2ccc(Cl)s2)cc(OC)c1O
-0.3	CCNc1nc(N)nc(-c2cc(Cl)ccc2O)n1
-1.4	O=C(NCC(O)c1ccccc1)c1ccc(Cl)c(S(=O)(=O)N2CCCC2)c1 (stereo not drawn)
1.0	O=C(Nc1cc2c(cc1Cl)-c1ccc([N+](=O)[O-])cc1C2=NO)C(F)(F)F
1.7	CS(=O)(=O)c1ncc(Cl)c(C(=O)Nc2ccc(N3CCOCC3)cc2)n1
0.0	COc1ccc(-c2nnn(CC(=O)Nc3ccc4c(c3)OCCO4)n2)cc1OC
0.7	O=[N+]([O-])CC1(n2nc3ccccc3n2)CCCCC1

# Retrieved one by one from the list above (2):
NR0B1 inh	compound
1.0	O=C(Nc1cc2c(cc1Cl)-c1ccc([N+](=O)[O-])cc1C2=NO)C(F)(F)F
0.1	COc1ccc(S(=O)(=O)Nc2cc(C(=O)NC3CCCCCC3)ccc2N2CCOCC2)cc1

# The list continues.
NR0B1 inh	compound
-2.5	Cc1c(C(=O)OCc2ccccc2)[nH]c2c1C(=O)CC(c1ccco1)C2 (stereo not drawn)
-0.9	CCOC(=O)C[n+]1c(C)sc2ccc(OC)cc21
-0.7	CC(N=Cc1cccc(O)c1O)c1ccccc1 (stereo not drawn)
-0.8	CC(C)(C)c1ccc(C(=O)N2CCC(C(=O)NCc3ccncc3)CC2)cc1
-1.8	O=C(NCc1ccc2c(c1)OCO2)c1cc([N+](=O)[O-])ccc1N1CCOCC1
0.6	CCOc1ccc2nc(NC(=O)C(CCSC)NS(=O)(=O)c3cccs3)sc2c1 (stereo not drawn)
3.5	COc1ccc(/C=C2\Oc3cc(OCC(=O)N4CCC[C@H]4C(=O)O)ccc3C2=O)cc1OC
0.8	Cc1ccc(-c2csc(N3CCN(c4ccc5nc(-c6ccncc6)n(CCN6CCCCC6)c5c4)CC3)n2)cc1
-0.1	CC(=O)n1cc(/C=N/NC(=O)c2ccccc2Cl)c2ccccc21
1.1	CCCc1ccc(C2=Nn3c(nnc3C(C)C)SC2)cc1
0.4	Nc1c(NCc2ccccc2)c(=O)[nH]c(=O)n1Cc1ccccc1
1.9	Cc1oc(-c2cccc(Cl)c2)nc1CN1CCC(C(=O)NCCCN2CC(C)CC(C)C2)CC1 (stereo not drawn)

# By substructure, those above containing bromine (three)
NR0B1 inh	compound
-1.2	COc1cc(/C=C2/C(=O)N(c3ccc(Br)cc3)N=C2C)cc(OC)c1OC
0.9	O=C(C[n+]1ccccc1)N/N=C/c1cc(Br)cc(Br)c1O
-0.1	CC(=O)N/C(=C\c1ccc(Br)s1)C(=O)O

# The results go on.
NR0B1 inh	compound
1.2	O=C(C[C@@H]1C/C=C\C[C@H](NC(=O)OCC2c3ccccc3-c3ccccc32)C(=O)OC[C@H]2CCCN2C1=O)NCCO
0.7	CCOC(=O)C1=C(CN2CCN(C(=O)c3ccco3)CC2)NC(=O)NC1c1ccccc1 (stereo not drawn)
1.1	COC(=O)c1c(NC(=S)Nc2ccccc2Cl)sc(C)c1C
0.4	COc1ccc(NC(=O)C2CCCN2S(=O)(=O)c2cccc3nsnc23)c(OC)c1 (stereo not drawn)
1.2	COc1ccc(OC)c(-c2c3cc(O)c(=O)cc-3oc3cc(O)c(O)cc23)c1
4.1	COc1ccc(Cc2c3cc(OC)c(OC)cc3cc[n+]2C)cc1OC
0.5	COc1ccc2[nH]c3c(c2c1)CCN1C(=O)C(CC(=O)NC/C=C(\C)CCC=C(C)C)C[C@H](C(=O)N2CCCCC2)[C@@]31C (stereo partly drawn)
1.8	CSc1ccc(-c2sc(Nc3ccccc3)n[n+]2-c2ccccc2)cc1
0.2	COc1ccc(OC)c(S(=O)(=O)Nc2c(NC3CCCCC3)c3ccccc3oc2=O)c1
-2.1	COc1cccc(C2C=C(c3ccc(OC)cc3OC)Nc3nnnn32)c1 (stereo not drawn)
0.8	CCCCCCSc1cc(-c2nc3cnccn3c2NCCCC)ccc1OC
0.7	CC(C)OCCCNC(=O)C1CCC(CNS(=O)(=O)c2cccc3nsnc23)CC1 (stereo not drawn)

# The results go on.
NR0B1 inh	compound
-4.3	CCCCCCCCCCOC(=O)Cn1c(COc2ccccc2C)[n+](C)c2ccccc21
1.4	COc1ccc(C(=O)Nc2cc3c(cc2N2CCOCC2)n(C)c(=O)n3C)cc1OC
-1.4	C=CCOc1ccc(/C=C\c2nc(O)c([N+](=O)[O-])c(=O)[nH]2)cc1OC
1.2	N#Cc1cc([N+](=O)[O-])ccc1Oc1cccc(/C=N/NC(=O)c2cccc(Cl)c2)c1
-1.2	CC(=O)n1cc([C@H]2C=C(C(=O)N3CCN(Cc4ccccc4)CC3)O[C@@H](OCCCCO)C2)c2ccccc21
-0.2	O=C1CCN(Cc2nnnn2CC2CCCO2)c2ccccc2N1 (stereo not drawn)
0.3	COC1=C/C(=C/c2c(N)n3nc(CC(=O)N4CCCCC4)sc3nc2=O)C=CC1=O
0.3	CCOC(=O)N1CCN(S(=O)(=O)c2ccc3c(c2)CCN3C(=O)C2CCC2)CC1
-3.2	CC(C)(C)OC(=O)NCCCCCNC(=O)c1[nH]cnc1C(=O)N[C@@H](CCCCNC(=O)OC(C)(C)C)C(=O)OC(C)(C)C
0.2	CC[C@@H]1C(c2cccc(Cl)c2)=NN(c2ccc(Br)cc2)[C@H]1C(=O)N1CCOC1=O
1.0	CC1CCC(=C(C#N)c2nc(-c3cc4ccccc4oc3=O)cs2)CC1 (stereo not drawn)
-0.5	Cc1ccc(C)n1-c1ccc(C(=O)NCc2cccnc2)cc1

# (listing goes on)
NR0B1 inh	compound
1.2	COc1cccc(NC(=O)c2cnsn2)c1
0.4	O=S(=O)(c1ccc(F)cc1)N1CCC(N2CCCC2)CC1
0.1	Cn1c(=O)[nH]c(=O)c2c1nc(N1CCCCCC1)n2CCSc1nc2ccccc2o1
-1.1	Cc1nc2c(Br)c3nc(C(F)(F)F)[nH]c3c(Br)c2[nH]1
-0.6	Nc1ccccc1-c1n[nH]c(=S)s1
5.0*	c1cnc2c(C3NCCc4c3[nH]c3ccccc43)cccc2c1 (stereo not drawn)
0.6	Cc1cc(C)c(NC(=O)c2cccc3c2C(=O)N(C2CCCCC2)C3)c(C)c1
-1.4	COc1ccc(-c2cn3c(C)c(C(=O)N4CCc5ccccc5C4)sc3n2)cc1
-0.9	CC(C)C(C(=O)O)N1C(=O)/C(=C/C=C/c2ccco2)SC1=S (stereo not drawn)
-4.9	Cc1ccc(NC(=O)C(=Cc2ccc(C(=O)O)cc2)C(=O)Nc2ccc(C)cc2C)c(C)c1
-4.5	CN([C@@H](Cc1ccc(OS(=O)(=O)c2cccc3cnccc23)cc1)C(=O)N1CCN(c2ccccc2)CC1)S(=O)(=O)c1cccc2cnccc12
0.6	Cc1cccc(CCNC(=O)Cn2ncc3c([nH]c4ccccc43)c2=O)c1

# (cont.)
NR0B1 inh	compound
1.2	CC(=O)NC1C(=O)N(CCN2CCOCC2)c2ccc(C)cc21 (stereo not drawn)
-1.4	O=[N+]([O-])c1cc(CN2CCCC2)c2cccnc2c1O
-0.7	C#CCn1cnc2c(oc3ccccc32)c1=O
-3.7	CCC1(OC(=O)CN(C)C)C(=O)OCc2c1cc1n(c2=O)Cc2cc3c(N)cccc3nc2-1 (stereo not drawn)
-1.3	Cc1cccc2cc3c(nc12)SC(=NCC1CCCO1)N(Cc1ccco1)C3 (stereo not drawn)
0.8	COC(=O)CCC(=O)OC1(C)C(=O)C2=CN(Cc3ccc4c(c3)OCO4)C(c3ccc(OC)cc3)=CC2=C(Br)C1=O (stereo not drawn)
0.2	CCOc1ccc(S(=O)(=O)Nc2nccs2)cc1
3.5	COc1ccc(C2=CC(c3ccco3)n3ncnc3N2)cc1 (stereo not drawn)
0.7	O=C(c1cnc2n(c1=O)CCS2)N1CCN(c2ccc(Cl)c(Cl)c2)CC1
-0.1	COC(=O)C1=C(C)N(Cc2ccccc2)C(=NCc2cccc(Cl)c2)N[C@H]1c1cccc(F)c1
0.4	COc1ccc(Cl)cc1NC(=S)NCCc1ccc(F)cc1
-0.5	Cc1cccc(NS(=O)(=O)c2ccc(C)c(C(N)=O)c2)c1

# (further entries)
NR0B1 inh	compound
3.7	COc1ccc(/C=C2\CCn3c2nc2ccccc2c3=O)cc1OC
-2.3	COc1ccc(NC(=O)c2ccc(CN3CCN(c4ccccc4)CC3)cc2)cc1OC
-0.2	Clc1cccc(-c2ccc(C3Nc4cccc5cccc(c45)N3)o2)c1
0.0	C[C@@]12C(=O)N(c3cccc(F)c3)C(=O)N1[C@H](c1ccc(F)cc1)[C@@H]1C(=O)N(C3CCCCC3)C(=O)[C@@H]12
1.1	CCOc1ccc2ncc(C(=O)c3ccc(OC)cc3)c(N3CCN(CC)CC3)c2c1
-1.3	C=CCN1C(=O)[C@@H]2Cc3c([nH]c4ccccc34)C(c3ccc(O)cc3)N2C1=S (stereo partly drawn)
1.6	Cc1ccc(C(=O)Nc2cc3c(cc2N2CCCCC2)n(C)c(=O)n3C)cc1
0.7	Cc1ccc(S(=O)(=O)N[C@H](C(=O)Oc2ccc3c(C(F)(F)F)cc(=O)oc3c2)c2ccccc2)cc1
-0.3	Cn1c(Cn2c(C(F)(F)F)nc3ccccc32)nc2ccccc21
0.3	Cc1cc(=O)n2[nH]c(C(F)(F)F)c(-c3ccccc3)c2n1
-0.2	C[N+](C)(C)CCOP(=O)(O)OP(=O)([O-])OC[C@H]1O[C@@H](n2ccc(N)nc2=O)[C@H](O)[C@@H]1O
-1.1	CCn1c(SCC(=O)Nc2cccc(NC(=O)c3cccs3)c2)nnc1-c1ccncc1

# Going on with the list:
NR0B1 inh	compound
0.2	C#CCOCCOCCOCCNc1nc(N2CCN(C(=O)CCCCCCCCCCNC(=O)[C@H]([C@@H](C)CC)n3cc(CCCCCN)nn3)CC2)nc(N2CCN(C(=O)CCCCCCCCCCNC(=O)[C@H](CO)n3cc(CCCCCN)nn3)CC2)n1
-1.3	CC(NC(=O)OC(C)(C)C)C(=O)Oc1cc2oc(=O)cc(-c3ccccc3)c2cc1Cl (stereo not drawn)
-3.9	O=C(N/N=C(\c1ccccc1)c1ccccn1)c1cccc([N+](=O)[O-])c1
-0.4	O=C(NCc1ccc2c(c1)OCO2)c1ccc(N2C(=O)C3CCCCC3C2=O)cc1 (stereo not drawn)
1.6	O=C(O)c1ccc(C(=O)Nc2cccc(NC(=O)C3CCCO3)c2)cc1 (stereo not drawn)
0.3	CN(C(=O)c1ccncc1)c1nnc(-c2ccncc2)s1
0.7	O=C(O)c1ccc(N2Cc3ccccc3C2)cc1O
0.3	O=S(=O)(c1cc(-c2nnc(-c3ccc(Br)cc3)o2)ccc1Br)N1CCCCCC1
0.2	C=CCn1c(SCC(=O)NCc2ccccc2)nnc1C1CCCCC1
-0.6	CCCCc1nc(C(N)=O)c2[nH]c(=O)n(-c3ccc(OCC)cc3)c2n1

# Some of the compounds tested (hit frequency here may not be typical).
